# Screening data as filed in PubChem.
# PfHsp40 yeast = rescue of PfHsp40-mediated yeast toxicity. S. cerevisiae expressing PfHsp40, growth rescue, ATP luminescence. growth rescue, % at 12.5 µM. 340,000 tested, 0.68% active. AID 504582; in the data active means growth rescue above about 28%, passing the limit was not always enough; inconclusive means no clear call, values can overlap the other calls;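 further: yeast W303a lacking pdr1 and pdr3 grown in galactose medium; growth measured after three days at 30 °C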
# Y pestis TopoI = Y. pestis Topo-I inhibition via cleavage products | activity, % at 10 µM | Y. pestis Topo-I cleavage product accumulation, plate reader | 360,000 tested, 0.064% active | AID 504884; in the data active means activity above about 50%, passing the limit was not always enough; inconclusive means no clear call, values can overlap the other calls; further: inactives centre near 2
# TcdB GH inh = inhibitors of Clostridioides difficile toxin B glycohydrolase; P18177; TcdB glycohydrolase enzymatic assay, plate reader; inhibition, % at 9.99 µM; 350,000 tested, 0.24% active; AID 652162; in the data active means inhibition above about 10%
# BoNT F protease = blocks Botulinum neurotoxin F light chain protease; Multiplex microsphere protease cleavage assay, flow cytometry; inhibition, % at 10 µM; 360,000 tested, 0.22% active; AID 588497; in the data active means inhibition above about 35%, passing the limit was not always enough; inconclusive means no clear call, values can overlap the other calls; further: plate controls were buffer without enzyme for full effect and enzyme alone for no effect
# PrPC surface inh = inhibitors of human cell surface prion protein PrPC | P04156 | TR-FRET read-out | inhibition, % at 13.8 µM | 370,000 tested, 0.43% active | AID 720596; in the data active means inhibition above about 24%; further: 0% = median of the test wells and 100% = reference compound wells
# Anthrax LF inh2 = anthrax lethal factor protease inhibition | P15917 | multiplex microsphere protease cleavage assay, LF | inhibition, % at 10 µM | 360,000 tested, 0.12% active | AID 588501; further: plate controls were buffer without enzyme for full effect and enzyme alone for no effect
# FadD28 binding = blocks FadD28 binding to the bisubstrate probe | fluorescence polarization | inhibition, % at 12.5 µM | 360,000 tested, 0.22% active | AID 588549; in the data active means inhibition above about 8.5%, passing the limit was not always enough; inconclusive means no clear call, values can overlap the other calls
# CCHF vOTU inh = blocks the CCHF virus ovarian tumor domain protease | CCHFV vOTU protease, Pep-AMC fluorescence | 370,000 tested, 0.55% active | inhibition, % at 11.5 µM; in the data active means inhibition above about 30%; further: 0% = vehicle wells with enzyme and 100% = no enzyme wells
# BoNT-A LC inh2 = inhibitors of Botulinum neurotoxin A light chain protease; multiplex microsphere protease substrate cleavage, flow cytometry; inhibition, % at 10 µM; 360,000 tested, 0.17% active; further: plate controls were buffer without enzyme for full effect and enzyme alone for no effect
# * marks the source's active call; other numbers are inactive results; ? = inconclusive; . = no result given; & = joins results of further samples. Unless noted, no stated cut-off is given here; in the data, active means inhibition above about 30%; inconclusive means no clear call, values can overlap the other calls; inactive means below that.
SMILES,PfHsp40 yeast,Y pestis TopoI,TcdB GH inh,BoNT F protease,PrPC surface inh,Anthrax LF inh2,FadD28 binding,CCHF vOTU inh,BoNT-A LC inh2
COc1ccc(NC(=O)Cn2c(=O)n(CCC(=O)NCC3CCCO3)c(=O)c3cc(OC)c(OC)cc32)cc1 (stereo not given),0.7,12,-0.1,1,-3,-2,0.5,10,2.6
COc1ccc2[nH]c(C(=O)N/N=C/c3cc(OC)c(OC)c(OC)c3)cc2c1,0.2,1,-5.5,-34,-4,-6,-0.3,12,-0.5
Cc1nc([N+](=O)[O-])cn1CC(=O)c1ccc(F)cc1,-1.0,-5,.,-19,.,-2,-3.3,.,-1.8
O=C(NCCCN1CCCC1)c1ccc2c(c1)N(Cc1ccc(F)cc1)C(=O)c1ccccc1S2=O (stereo not given),-0.8,-13,0.5,-3,2,1,-6.3,-29,0.0
O=C(CN1C(=O)COc2ccc(Cl)cc21)Nc1ccc2c(c1)OCCO2,-0.7,2,0.9,-6,0,1,-2.1,-3,?
CCOC(=O)[C@@H]1[C@H]2COc3ccccc3[C@@H]2N2C(=O)N(c3ccc(Cl)cc3)C(=O)[C@]12C,-0.1,14,1.1,-6,4,0,-4.7,12,-0.2
CCOC(=O)C1C2C=CC3(CN(c4ccccc4CC)C(=O)C13)O2 (stereo not given),-1.2,-4,.,-6,4,-1,-1.4,8,-0.2
Cc1cnc(C(=O)OCC(=O)c2cccc3ccccc23)cn1,-1.1,-5,1.2,16,2,4,-3.1,2,2.5
O=C(NCc1nnc(SCC(=O)N2CCc3ccccc32)o1)c1cccs1,1.3,6,0.4,-2,-2,0,-1.0,8,-0.2
CC1(C)Cc2cccc(OCC(=O)NCCc3ccccc3)c2O1,0.1,16,-1.7,-2,4,-1,-0.8,21,-0.5
COc1ccc(C(=O)N2CCCC2)cc1,0.2,-1,.,8,0,-10,-2.9,5,2.5
Cn1cc(Cl)c(C(=O)Nc2nc3ccc([N+](=O)[O-])cc3s2)n1,5.7,1,-0.1,4,-6,3,-3.1,7,0.8
COc1cc(-c2nc3ccc(C)cn3c2NCc2ccccc2)ccc1-c1cccc(Cl)c1,-1.6,-14,0.9,3,3,6,-1.9,-8,0.0
Cc1cccc(C)c1NC(=O)CN(c1c(C)cccc1C)S(C)(=O)=O,.,-10,-0.1,3,7,-1,-4.2,-6,-0.4
Cc1c(C)n(C)c2ccc(C(=O)Nc3cccc4ccccc34)cc12,9.4,7,.,0,-1,-4,-2.8,3,-0.3
COc1ccc(CCNCCC(=O)Nc2c(C)cc(C)cc2C)cc1OC,-0.8,1,.,-5,-1,-3,1.2,4,-0.2
CCCCn1nnc(NC(=O)c2ccc(-c3ccccc3[N+](=O)[O-])o2)n1,0.0,-8,1.4,-5,-8,-2,-2.8,5,0.2
O=C(NCCCc1ccc(F)cc1)C1CCC(=O)N(CCN2CCOCC2)C1 (stereo not given),-0.8,4,0.0,2,2,2,-2.5,6,-1.1
O=C(COC(=O)C1CC(=O)N(Cc2ccccc2)C1)c1ccc(F)cc1 (stereo not given),0.0,-8,0.1,-5,-4,3,0.1,-10,0.1
CCCCS(=O)(=O)N1CN(S(=O)(=O)CCCC)C2NC(=O)NC21 (stereo not given),0.0,2,.,-8,7,6,-0.7,-5,-0.4
O=C(COC(=O)c1ccncc1)NCCCc1ccccc1,-1.2,-3,0.6,-1,2,1,-0.7,-15,1.7
Cc1ccccc1C(=O)NNc1ncnc2c1cnn2C,-0.6,-5,2.6,1,3,3,-1.4,-12,0.3
Cn1nnnc1SCC(=O)Nc1ccccc1N1CCCCC1,0.4,2,.,3,4,1,-2.6,7,0.3
Cc1c(C(=O)O)cccc1-n1c(C)cc(/C=N/NC(=O)c2cc3ccccc3o2)c1C,1.2,-4,.,-5,2,-2,0.4,3,-0.7
Cc1ccc([C@@H]2C[C@H]3[C@@H](CN2S(=O)(=O)c2ccc(C)cc2)C(=O)C[C@@H](c2ccccc2F)N3S(=O)(=O)c2ccc(C)cc2)cc1,.,.,0.8,7,2,-5,-1.8,12,-0.3
CC(=O)Nc1ccc2c(c1)CC1(C(=O)N(C)C(=O)N(C)C1=O)C1CCCN21 (stereo not given),0.6,0,.,-16,2,-4,-3.7,0,-0.1
Cc1nc(SCC(=O)N2CCC(C(N)=O)CC2)n[nH]1,0.8,9,.,1,-4,2,0.2,6,0.9
CCCSc1nc(C)c(CC(=O)O)c(=O)[nH]1,-0.6,6,.,-3,3,3,0.1,6,-0.4
Cn1c(O)c(C=NCCCCCCCCCCC(=O)O)c(=O)n(C)c1=O,-1.6,-2,0.4,-2,2,-3,-1.4,-4,0.2
CC(=NNC(=O)c1cc(C)oc1C)c1ccc(Br)s1,-0.6,4,0.2,-3,-3,-12,0.4,-8,0.2
S=C(Nc1ccccc1)Nc1cc(Cl)ccc1Oc1ccccc1,-0.7,-1,.,-23,-3,-7,-3.4,9,-1.9
CCc1nn2c(=O)cc(COC(=O)c3cc(Cl)c(OC)c(OC)c3)nc2s1,1.1,12,2.7,-10,0,-9,-1.9,0,-1.4
O=C(CCNS(=O)(=O)c1ccc(Br)s1)NC1CCCC1,0.7,-4,1.5,-1,-7,1,-0.1,-8,-2.2
Clc1cccc(CN2CCN(c3nc4nonc4nc3NC3CC3)CC2)c1,0.3,-11,1.1,-1,5,1,-3.0,0,-0.1
O=C(CC1C(=O)NCCN1Cc1cccc(F)c1)NC1CCCCC1 (stereo not given),-0.9,7,-0.5,-1,0,7,-3.6,-6,-0.3
Cc1ccc(NC(=O)CCc2nc3sc4c(c3c(=O)[nH]2)CCCC4)c(Br)c1,-0.5,4,.,2,.,1,-2.3,.,-3.9
O=C1CC(SC(=Nc2ccccc2)Nc2ccccc2)C(=O)N1c1ccc(Cl)c(Cl)c1 (stereo not given),0.8,7,.,-3,0,1,0.0,-7,0.0
COC(=O)CN(c1ccccc1OC)S(=O)(=O)c1ccccc1,0.1,-5,.,-7,12,-1,-2.2,-7,-1.3
COc1cc(Cl)c(C)cc1NC(=O)CN1CCCCCC1,1.2,12,-0.8,-1,4,-1,1.7,-1,-0.1
NC(=O)c1oc2ccccc2c1NC(=O)c1ccc(F)cc1,-0.6,-9,1.3,0,-1,-1,-2.9,0,-0.9
CC(C)CN1C(=O)NC(NC(=O)c2cccnc2)(C(F)(F)F)C1=O (stereo not given),1.3,1,0.6,-5,3,-1,-3.1,5,-0.5
COc1ccccc1NC(=O)Cc1nnc(SCC(=O)NC2=NCCS2)n1C,-2.0,3,-3.3,-1,2,-2,.,11,0.1
Cn1c(=O)[nH]c(=O)c2c1nc(SCCO)n2Cc1ccccc1Cl,-2.9,-4,0.9,-7,2,-14,0.4,0,-1.0
Cc1cc(NC(=O)C(C)C)ncc1NC(=O)c1ccco1,0.4,5,0.6,9,-9,1,0.2,14,3.6
C[C@H](CO)N1C[C@H](C)[C@@H](CN(C)C(=O)Nc2ccc(C(F)(F)F)cc2)Oc2c(NS(=O)(=O)c3ccc(F)cc3)cccc2C1=O,-1.0,15,2.1&6.6,1,10,-10,1.0,27,-0.6
Cc1onc(-c2ccccc2Cl)c1C(=O)O/N=C(\N)c1cccc([N+](=O)[O-])c1,.,-1,0.7,-6,-1,-6,-3.9,22,-0.1
Fc1cccc(Cn2ccc(-c3ccc4c(c3)OCO4)n2)c1,2.3,18,.,?,2,?,-1.4,4,?
O=C(O)C[C@]1(C(=O)Nc2ccc(F)cc2)CC(/C=C/c2ccccc2)=NO1,-1.2,0,0.8,-2,-2,-8,.,-6,-1.8

# At a glance, 4 of the compounds above.
SMILES,PfHsp40 yeast,Y pestis TopoI,TcdB GH inh,BoNT F protease,PrPC surface inh,Anthrax LF inh2,FadD28 binding,CCHF vOTU inh,BoNT-A LC inh2
C[C@H](CO)N1C[C@H](C)[C@@H](CN(C)C(=O)Nc2ccc(C(F)(F)F)cc2)Oc2c(NS(=O)(=O)c3ccc(F)cc3)cccc2C1=O,-1.0,15,2.1&6.6,1,10,-10,1.0,27,-0.6
Cc1onc(-c2ccccc2Cl)c1C(=O)O/N=C(\N)c1cccc([N+](=O)[O-])c1,.,-1,0.7,-6,-1,-6,-3.9,22,-0.1
Fc1cccc(Cn2ccc(-c3ccc4c(c3)OCO4)n2)c1,2.3,18,.,?,2,?,-1.4,4,?
O=C(O)C[C@]1(C(=O)Nc2ccc(F)cc2)CC(/C=C/c2ccccc2)=NO1,-1.2,0,0.8,-2,-2,-8,.,-6,-1.8

# Additional results.
SMILES,PfHsp40 yeast,Y pestis TopoI,TcdB GH inh,BoNT F protease,PrPC surface inh,Anthrax LF inh2,FadD28 binding,CCHF vOTU inh,BoNT-A LC inh2
COc1ccc2[nH]c3c(c2c1)CCN=C3C,0.7,-16,1.3,-90,-13,-27,-2.7,5,19
CCN(CC(=O)Nc1ccc2c(c1)OCCO2)C(=O)/C=C/c1ccc(OC)c(OC)c1,-0.2,-2,0.9,-10,-18,?,-3.3,8,0.4
COc1cc(N(C)C)c([N+](=O)[O-])cc1C(=O)N1CCN(Cc2ccccc2)CC1,-1.5,12,0.4,-6,-2,-4,0.0,-12,-0.7
CCCCOC(=O)Cn1c(=O)n(CC(=O)OCCCC)c2ccccc21,-1.2,25,.,5,-7,3,-3.6,15,-0.6
Cc1cc(C(=O)NNC(=O)COc2c(C)cc(Br)cc2C)n[nH]1,1.1,-2,0.9,-10,9,-5,-0.8,-8,0.8
COc1ccc2nc3n(c(=O)c2c1)-c1cc2ccccc2cc1C(=O)NC3Cc1ccc(O)cc1 (stereo not given),.,39,1.8,1,1,-3,-4.6,1,0.1
C/C(=C\C(=O)c1ccccc1)NCc1ccc(F)cc1,-0.1,10,.,-60,-2,-1,-1.8,14,-2.1
Cc1csc(NC(=O)NC2(C(F)(F)F)Oc3ccccc3O2)n1,-0.3,-2,.,5,0,-4,-3.3,-20,2.3
COc1ccc(-c2cn[nH]c2-c2ccc(O)cc2O)cc1,0.1,1,15*,2,-8,-10,2.0,10,-1.4
CCC(C(=O)NCCCN1CCN(C)CC1)n1nc(C)c2sc3ccccc3c2c1=O (stereo not given),0.9,0,0.0,-4,-13,-2,0.1,21,-0.2
C/C(=N/OC(=O)c1c(-c2c(F)cccc2Cl)noc1C)c1cnccn1,-1.1,-3,-0.4,-8,4,2,-3.4,5,0.0
Cc1ccc(-c2nn[nH]n2)cc1Cl,-0.4,3,0.2,?,-4,10,-2.9,-8,-0.6
COc1ccc(-c2nc3ccccc3n2OC(C)C(=O)O)cc1 (stereo not given),-0.4,4,-4.5,0,-8,-2,-2.6,10,-0.4
CCC(CO)(C(=O)OC1CC2CCC(C1)N2C)c1ccccc1 (stereo not given),-0.8,3,1.3,-12,-3,-10,-0.7,-1,2.2
CC1CCc2nn(CC(=O)N3CCc4ccccc43)cc2C1 (stereo not given),1.6,1,0.1,-18,2,5,-3.1,6,-1.1
CCc1ccc(-c2nnn(Cc3nn[nH]n3)n2)cc1,0.4,1,.,-1,-7,2,-5.4,14,?
O=C(c1nc2ccc(Cl)cn2c1CN1CCC(CO)CC1)N1CCc2ccccc2C1,-1.1,0,0.9,2,-6,3,-3.7,16,-1.6
COc1cc(C(=O)CSc2nnc(-c3ccc(O)cc3)n2CC2CCCO2)ccc1NC(C)=O (stereo not given),-1.9,2,.,-10,-4,0,-0.9,7,-0.8
Cc1nn(C)c(C(=O)Sc2ccccc2)c1[N+](=O)[O-],-1.2,0,-0.5,.,5,.,-2.7,3,.
COc1ccc(CNC(=O)CSc2ncnc3ccccc23)cc1OC,0.3,5,1.5,-5,19,-4,-3.3,-1,-1.2
COC(=O)CSc1ncnc2c1cnn2Cc1ccccc1,-0.6,-9,.,-9,9,4,-4.6,3,-0.8
CC1(C(=O)O)CCCN1C(=O)c1cccc2ccccc12 (stereo not given),.,6,1.9,0,0,0,-2.0,3,-0.3
Cc1oc(-c2ccccc2Cl)nc1CS(=O)CC(=O)N1CCN(c2ccccc2)CC1 (stereo not given),-0.5,26,1.3,4,1,-1,-3.9,13,-0.2
Cc1nc(N/N=C/c2cccc([N+](=O)[O-])c2)cc(N2CCCCC2)n1,.,-1,0.0,0,-6,-8,-0.5,8,-0.2
O=C(NCc1ccc(Cl)cc1)c1ccc(NC(=O)C2CCCO2)cc1 (stereo not given),-1.0,3,0.6,24,5,2,-1.2,10,4.0
